# Bioassay records as filed in PubChem BioAssay.
# UBC13 polyUb: human UBC13 polyubiquitination inhibition | P61088 | UBC13 polyubiquitin chain formation, TR-FRET | inhibition, % at 20 µM | actives 0.47% (n = 330,000); in the data active means inhibition above about 45%, passing the limit was not always enough
# Target sequence (P61088 whole entry, looked up): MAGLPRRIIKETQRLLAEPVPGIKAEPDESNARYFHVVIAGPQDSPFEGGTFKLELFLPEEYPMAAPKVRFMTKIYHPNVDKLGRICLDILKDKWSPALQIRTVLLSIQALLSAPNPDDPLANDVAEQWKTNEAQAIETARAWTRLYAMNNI
# Gli-Sufu block: blocks Gli-Sufu signaling in a luciferase reporter. Sufu-KO-LIGHT fibroblasts, Gli luciferase reporter luminescence. inhibition, % at 5 µM. actives 0.74% (n = 340,000). AID 588413;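 active means inhibition above about 55%, limit read from the data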;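 further: 0% = DMSO-treated cells and 100% = wells with medium but no cells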
# CCR6 antag: antagonists of human CCR6 receptor; inhibition, % at 20 µM; P51684; actives 0.49% (n = 340,000); CHO-K1 CCR6 PathHunter beta-arrestin, luminescence, CCL20-stimulated;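 active means compounds whose inhibition of the agonist-driven luminescence signal at 20 µM reaches about 50%, limit read from the data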;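 further: cells stimulated with CCL20 at 14 nM final; plate controls were DMSO with CCL20 for no effect and DMSO without agonist for full effect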
# Target sequence (P51684 whole entry, looked up): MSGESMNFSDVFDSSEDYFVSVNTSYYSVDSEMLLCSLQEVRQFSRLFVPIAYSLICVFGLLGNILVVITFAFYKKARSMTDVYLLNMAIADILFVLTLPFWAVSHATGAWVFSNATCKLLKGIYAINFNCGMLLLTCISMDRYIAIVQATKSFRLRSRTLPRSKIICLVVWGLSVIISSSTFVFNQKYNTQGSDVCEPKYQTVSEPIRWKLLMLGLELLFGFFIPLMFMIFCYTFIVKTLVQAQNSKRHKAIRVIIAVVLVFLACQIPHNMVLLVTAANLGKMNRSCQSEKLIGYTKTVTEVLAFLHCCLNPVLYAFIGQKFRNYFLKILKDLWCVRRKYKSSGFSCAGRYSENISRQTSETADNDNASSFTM
# 697 NFkB inh: inhibitors of the PMA/ionomycin-induced NF-kB reporter in 697 B cells | 697 B-cell NF-kB luciferase reporter, 16 h | AID 435022 | inhibition, % at 4 µM | actives 0.33% (n = 330,000); in the data active means inhibition above about 35%
# EBI2 antag: EBI2 (human) antagonism; actives 0.81% (n = 360,000); P32249; inhibition, % at 5 µM; EBI2 beta-arrestin recruitment, luminescence, 7a,25-OHC stimulated; in the data active means inhibition above about 38%;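 further: enzyme fragment complementation signal reports receptor beta-arrestin coupling in cells; 0% = agonist plus DMSO wells and 100% = wells without agonist; some results beyond the cut were filed as inactive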
# Jurkat NFkB inh: inhibitors of the PMA/ionomycin-induced NF-kB reporter in Jurkat cells; actives 0.53% (n = 330,000); AID 435003; PMA/ionomycin-induced NF-kB luciferase reporter, luminescence; inhibition, % at 4 µM
# SENP8 inh: inhibitors of human SENP8 protease. inhibition, % at 10 µM. purified SENP8, Z-RLRGG-aminoluciferin cleavage, luminescence. actives 1.2% (n = 330,000). Q96LD8
# Target sequence (Q96LD8 whole entry, looked up): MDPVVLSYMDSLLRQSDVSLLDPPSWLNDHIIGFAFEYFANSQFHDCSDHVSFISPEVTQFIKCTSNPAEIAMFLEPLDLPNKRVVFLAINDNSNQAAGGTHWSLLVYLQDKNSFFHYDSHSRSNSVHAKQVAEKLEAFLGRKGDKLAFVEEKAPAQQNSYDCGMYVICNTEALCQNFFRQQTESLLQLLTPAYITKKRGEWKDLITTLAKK
# Apaf1 inhib: inhibitors of human Apaf-1 apoptosome; actives 0.71% (n = 330,000); reconstituted apoptosome caspase-3 activity, DEVD-Rh110 fluorescence; inhibition, % at 20 µM; active means inhibition of at least 40% at 20 µM;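 further: plate controls were DMSO wells for no effect and DEVD-CHO caspase inhibitor wells for full effect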
#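 detection = Rh110 fluorescence intensity | test system = biochemical Apaf-1 apoptosome reconstitution | also added = cytochrome c and DEVD-Rh110 substrate | schedule = 30 min plus 50 min, RT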
# * hit, by the source's call; x = no result given; & = joins results of further samples. Unless noted, no stated cut-off is given here; in the data, active means inhibition above about 50%; inactive means the rest. The list is partial; the hit share may differ from the screen's.
SMILES,UBC13 polyUb,Gli-Sufu block,CCR6 antag,697 NFkB inh,EBI2 antag,Jurkat NFkB inh,SENP8 inh,Apaf1 inhib
CCN(CC)CC#CC(C)OCOCC#CCOC (stereo not given),2.3,3.5,-6.1,-11.2,-7.6,10.4,-6.7,-21.4
N#CCCN(C(=O)CSc1nc2nc(-c3cccs3)cc(C(F)(F)F)c2c(=O)[nH]1)c1ccccc1,-10.6,6.4,6.3,10.2,-12.8,2.3,-1.9,5.8
O=[N+]([O-])c1ccc(-n2nncc2-c2ccc(Cl)cc2)cc1,-1.2,6.0,17.4,21.2,22.5,17.5,-3.8,-12.9
Cc1cc(=O)n2[nH]nnc2n1,17.6,-5.2,4.0,5.0,-3.6,-0.3,-2.6,-3.3
CC(C)[C@@H](C(=O)NC1CC1)N1C(=O)N2CCc3c([nH]c4ccccc34)[C@@]2(C)C1=O,4.8,-38.1,6.4,2.5,0.2,-8.8,1.3,-7.1
CC(=O)c1ccccc1NS(=O)(=O)c1c(C)nn(-c2ccccc2)c1C,18.4,2.9,-8.6,-4.7,-11.2,7.4,-3.9,-8.0
N#CC1=C(SCC(=O)c2ccc(Cl)cc2)NC2=C(C(=O)CCC2)C1c1ccco1 (stereo not given),-18.8,-5.4,28.3,-54.5,17.6,46.5,-2.2,24.6
O=[N+]([O-])c1cc(Cl)ccc1N1CCN(c2ccccc2O)CC1,-0.2,5.4,-3.5,21.6,9.2,-7.2,-1.6,14.8
COc1ccc(S(=O)(=O)Nc2ccccc2C(=O)N2CCOCC2)cc1OC,6.1,-22.9,-7.6,12.3,3.4,0.2,-1.0,0.2
Cc1sc(-n2cccc2)c(C(=O)O)c1C,-0.3,-0.4,-12.5,9.3,-8.2,12.4,-0.7,5.2
O=c1[nH]c(NCc2ccccc2)nc2c1CCCC2,-4.2,4.0,-9.8,-7.8,-1.8,-6.4,-2.1,10.7
C=CCSc1nc2sc3c(c2c(=O)n1-c1ccc(C)cc1)CCN(C)C3,9.9,6.6,11.6,4.5,-4.2,-1.8,3.6,9.0
CN(c1ccc([N+](=O)[O-])cc1C(N)=O)C1CCCCC1,-21.9,4.8,7.6,-3.1,30.8,-9.0,-13.2,5.6
COc1ccc([C@@H]2C[C@H]3CN(Cc4ccccc4OC)C(=O)[C@]34CCCN24)cc1C,4.1,22.3,1.2,6.2,7.2,7.1,-6.0,12.5
O=C1SC(SC(=Nc2ccccc2)Nc2ccccc2)C(=O)N1c1ccccc1 (stereo not given),3.3,-10.1&-11.7,4.4&-12.9,-3.0,-11.1&-3.4,-22.0,1.1,0.9
CC(C)(O)C(=O)NN(C(=O)c1ccccc1)c1ccc2ccccc2c1,-2.5,-6.2,-10.0,-1.1,-9.2,-19.8,-1.3,-13.4
CCCCn1c(N)c(N(CCOC)C(=O)CSc2nnc(C)n2-c2ccc(OC)cc2)c(=O)[nH]c1=O,-3.4,-6.9,-2.0,13.8,-1.3,-10.4,2.1,1.0
C(CCCN1CCCCC1)CCN1CCCCC1,2.1,3.8,0.6,-6.7,8.6,-12.7,4.0,-11.2
C[C@H](C(O)c1ccccc1)N(C)C(=O)CN (stereo not given in full),-2.8,-1.7,-0.3,4.8,-12.4,-5.7,7.4,8.1
COc1ccc(CCN(C)C(=O)c2oc3ccccc3c2C)cc1OC,-3.8,-3.0,4.8,18.2,10.1,-9.8,-1.5,3.0
COc1ccc(Cl)cc1S(=O)(=O)NC(C)C(=O)NCc1ccc2c(c1)OCO2 (stereo not given),-3.7,3.1,6.0,-7.0,1.0,-7.7,-6.7,7.8
COc1ccc(CC(=S)N2CCOCC2)cc1,2.9,1.2,-4.8,-1.1,-2.3,-23.2,0.2,1.4
CC1CN(c2nc3ccccc3nc2NS(=O)(=O)c2ccccc2)CC(C)O1 (stereo not given),-1.3,7.0,11.1,12.4,4.7,-0.3,-0.4,-1.7
CCC(C(=O)NCCCN1CCN(CCCNC(=O)C(CC)c2ccccc2)CC1)c1ccccc1 (stereo not given),8.7,16.9,8.7,2.0,-9.8,9.5,-9.6,8.2
O=C(Nc1ccc2c(c1)CCC2)C1CCCN(c2ncccn2)C1 (stereo not given),-5.3,-41.6,3.9,-66.5,4.4,-82.2,-8.5,4.4

# The listing continues:
SMILES,UBC13 polyUb,Gli-Sufu block,CCR6 antag,697 NFkB inh,EBI2 antag,Jurkat NFkB inh,SENP8 inh,Apaf1 inhib
CCCNC(=O)C(Sc1ccccc1)c1ccccc1 (stereo not given),-14.4,-1.4,15.2,11.2,-4.6,-11.3,-2.1,1.2
COc1ccc(-c2[nH]ncc2-c2cscn2)c(O)c1,5.1,6.6,-3.2,6.2,-3.1,3.5,1.1,3.3
CCOC(=O)CNC(=O)CSc1nc(N)cc(N)n1,-1.9,-0.8,0.8,-3.1,-7.6,-6.0,-3.0,3.7
C=CCC(C#Cc1ccccc1)[N+](C)(C)CC=C (stereo not given),7.5,4.5,0.0,-0.9,-1.0,-4.6,-7.0,10.2
Cc1c(C(=O)NCc2ccccc2F)oc2ccccc12,2.2,-22.5,9.3,12.4,1.0,-5.2,-7.4,12.7
C=CCn1c(SCC(=O)N(CCOC)c2c(N)n(CCCC)c(=O)[nH]c2=O)nnc1-c1ccc(Cl)cc1,-2.7,4.0,3.0,12.8,-0.7,-8.2,-12.8,1.1
Cc1nn(C(C)C)c(C)c1CN1CCCC(C(=O)c2cccc(OC(C)C)c2)C1 (stereo not given),12.1,58.7*,1.1,-1.8,6.6,22.5,0.1,-6.0
CCN(CC)CCN1C(=O)C(=O)/C(=C(/O)c2c(C)[nH]c(C(=O)OC)c2C)C1c1cccs1 (stereo not given),-7.9,3.4,-1.5,-9.0,-4.1,-3.7,6.2,7.4
c1ccc(Cn2c(-c3ccccc3)c[n+]3c2SCCC3)cc1,10.9,70.3*,1.4,-17.3,5.2,-16.2,1.0,-14.4
CC1CN(CC(=O)c2c(N)n(Cc3ccccc3)c(=O)n(C)c2=O)CC(C)O1 (stereo not given),-20.0,0.1,-9.0,-2.0,2.4,-20.9,-6.1,-3.6
O=C1C2CC=CCC2C(=O)N1n1cnnc1 (stereo not given),0.2,3.9,1.8,13.7,4.5,9.4,-7.8,-0.1
CC(=O)NC(CCS(C)(=O)=O)C(=O)Nc1cc(C)ccc1C (stereo not given),-0.3,53.7,-6.9,11.1,-4.5,6.9,7.5,-7.0
COC(=O)c1cccc(NS(C)(=O)=O)c1,3.3,5.1,-3.1,3.3,1.2,2.1,-7.0,-10.9
CC(=O)N1CCOc2ccc(S(=O)(=O)NCC3CCC(C(=O)NCCC(C)C)CC3)cc21 (stereo not given),7.6,-5.5,9.5,4.3,-0.5,-12.5,-6.8,-10.1
CCCCNS(=O)(=O)c1ccc2nc(-c3cccs3)cc(C(=O)NCC(OC)OC)c2c1,23.8,x,x,-6.8,x,-12.9,3.4,8.3
O=C(NNC(=O)c1cnccc1C(F)(F)F)c1cccc(Cl)c1,-0.6,-4.8,4.1,-11.2,7.4,6.3,-9.4,-9.8
C=CCN1CC(C)/C(=N\O)CC1C (stereo not given),1.9,2.1,4.0,-10.3,-9.0,-9.2,-10.1,-12.1
CCNC(=O)COC(=O)/C=C/c1cccc([N+](=O)[O-])c1,14.7,1.6,-13.3,8.2,-6.8,5.6,-1.8,4.0
CCOC(=O)c1sc(=S)n(-c2ccc(C)cc2)c1N,-5.9,-47.5,3.0,20.2,4.7,-4.5,-11.7,0.0
CC(C)c1ccc(CNCCCSc2ncccn2)cc1,-0.2,14.4,6.7,-10.4,-0.5,6.5,-5.7,10.7
C=CCNC(=O)/C(C#N)=C/c1ccccc1OCc1ccc(C(=O)OC)cc1,3.7,-5.1,14.2,-1.6,19.7,-20.0,-3.3,-5.6
O=C(CN1C(=O)NC2(CCCCCCC2)C1=O)NCc1ccccc1Cl,6.8,13.4,15.4,5.5,7.4,-6.3,0.2,1.7
CCC(=O)Nc1ccc(/C=C(\C(C)=O)C(=O)c2ccccc2)cc1,-11.5,4.8,23.8,11.6,0.4,-24.7,-6.7,4.6
O=C(NCc1ccc(N2CCCC2=O)cc1)c1cc(COc2c(F)cccc2F)on1,-3.8,-0.1,7.9,-56.8,-7.9,10.7,-2.5,8.6
CCc1ccc(C(=O)NCc2cccs2)s1,-2.5,-34.6,-4.5,-20.5,-7.3,-37.4,1.4,4.2

# The results go on.
SMILES,UBC13 polyUb,Gli-Sufu block,CCR6 antag,697 NFkB inh,EBI2 antag,Jurkat NFkB inh,SENP8 inh,Apaf1 inhib
Cc1c(Cl)cccc1NC(=S)N(Cc1cccs1)C1CCCC1,12.9,7.8,9.8,1.5,-1.1,1.6,1.4,8.3
Cc1cc(=O)oc2cc(NC(=O)c3cc(F)ccc3F)ccc12,2.4,-44.9,-3.1,-85.4,4.0,-114.6,-13.9,5.3
COc1ccc(NC(=O)N2CCCC2C(=O)NCC2CCCCC2)cc1 (stereo not given),-8.2,-7.0,1.9,11.6,-6.7,-3.3,-12.0,-2.6
Cc1cccc(N(C(=O)C(F)(F)F)C(C(=O)NC2CCCCC2)c2cccs2)c1 (stereo not given),-1.6,-20.0,5.0,14.8,5.8,2.1,2.6,-6.7
O=C(O)c1c(C(=O)N2N=C3/C(=C/c4ccccc4)CCCC3C2c2ccccc2)cccc1[N+](=O)[O-] (stereo not given),9.4,8.4,14.4,-1.1,-10.4,-8.1,5.1,10.9
Cc1nn(-c2ccccc2)c2[nH]c(=O)c(CNCCN3CCOCC3)cc12,15.0,1.6,-3.4,5.2,-1.2,-6.7,8.2,12.1
Cc1ccc(SCc2cc(=O)[nH]c(N3CCOCC3)n2)cc1,6.1,6.0,3.7,-17.2,2.0,-1.1,-9.4,6.4
O=C(NCc1ccccc1Cl)c1cccc(NC2=NC3CS(=O)(=O)CC3S2)c1 (stereo not given),7.3,-3.2,6.7,5.8,-1.3,4.1,4.4,1.7
CC(=O)N(C)c1ccc(OCC(O)CN(c2ccccc2C)S(=O)(=O)c2ccc(C)cc2)cc1 (stereo not given),-1.3,-10.4,17.8,7.1,-6.2,15.5,6.3,15.9
CCN(CC)Cc1cc(NC2=NS(=O)(=O)c3ccccc32)ccc1OC(=O)C(C)C,3.6,3.4,3.2,1.9,0.1,5.0,-3.4,0.7
CCCNS(=O)(=O)c1ccc(OCC(=O)N2CCC(C(=O)OCC)CC2)cc1,-1.3,-0.8,11.1,13.4,5.9,21.3,7.6,0.0
Cc1cnc(C(=O)OCC(=O)Nc2ccc(Cl)cn2)cn1,1.0,36.0,-2.9,-1.9,0.4,-3.4,-7.8,8.1
COC(=O)c1cnc(SCc2ccc(Cl)cc2)n1C,-0.9,-28.7,17.6,-27.2,6.1,-20.6,-12.3,11.3
COc1ccc(C(C(=O)Nc2ccc(C(C)C)cc2)N(C)C(=O)CNC(C)=O)cc1 (stereo not given),-11.0,1.4,3.4,-20.2,-3.8,-19.3,0.3,3.8
O=C(CCN1C(=O)c2ccccc2C1=O)Nc1cccnc1,-9.2,6.2,0.0,12.6,3.3,2.1,-4.0,12.7
Cc1cc(-c2ccccc2N)n[nH]1,1.3,-4.6,2.6,7.6,-6.4,-13.7,-0.8,0.9
Cc1c(NC2(C#N)CCCC2)c(=O)n(-c2ccccc2)n1C,-16.2,-0.9,-19.3,-1.0,-9.3,-0.7,-10.8,5.1
COc1cc(S(=O)(=O)N2CCN(C(=O)c3ccco3)CC2)ccc1Cl,2.1,1.8,6.1,-1.6,-7.0,20.9,0.7,-1.0

# Given as labelled records: part of the list above.
Cc1c(NC2(C#N)CCCC2)c(=O)n(-c2ccccc2)n1C
  UBC13 polyUb = -16.2 | Gli-Sufu block = -0.9 | CCR6 antag = -19.3 | 697 NFkB inh = -1.0 | EBI2 antag = -9.3 | Jurkat NFkB inh = -0.7 | SENP8 inh = -10.8 | Apaf1 inhib = 5.1

Cc1c(Cl)cccc1NC(=S)N(Cc1cccs1)C1CCCC1
  UBC13 polyUb = 12.9 | Gli-Sufu block = 7.8 | CCR6 antag = 9.8 | 697 NFkB inh = 1.5 | EBI2 antag = -1.1 | Jurkat NFkB inh = 1.6 | SENP8 inh = 1.4 | Apaf1 inhib = 8.3

COc1ccc(NC(=O)N2CCCC2C(=O)NCC2CCCCC2)cc1 (stereo not given)
  UBC13 polyUb = -8.2 | Gli-Sufu block = -7.0 | CCR6 antag = 1.9 | 697 NFkB inh = 11.6 | EBI2 antag = -6.7 | Jurkat NFkB inh = -3.3 | SENP8 inh = -12.0 | Apaf1 inhib = -2.6
